Screens from PubChem BioAssay.
PAFAH1B3 FP inh – PAFAH1B3 (human) inhibition | recombinant PAFAH1B3, FP-rhodamine probe, fluorescence polarization | inhibition, % at 3.39 µM | 0.28% of 340,000 active;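 active means inhibition above the screen-wide average of all tested compounds plus 3 SD, cut at about 25% in these data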;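 further: 0% = enzyme with DMSO only and 100% = wells lacking PAFAH1B3 protein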
PAD4 inh – inhibitors of human PAD4. inhibition, % at 6.36 µM. recombinant PAD4, RCA probe fluorescence polarization. AID 485272. 0.41% of 330,000 active;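 active means percent inhibition above a cutoff equal to the mean of all tested compounds plus 3 SD, cut at about 15% in these data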;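 further: 0% = PAD4 with RCA probe and DMSO and 100% = probe without PAD4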
pPAFAH inh – pPAFAH (human) enzyme inhibition. Q13093. recombinant pPAFAH, FP-rhodamine probe fluorescence polarization. inhibition, % at 3.39 µM. 1.5% of 330,000 active;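 active means inhibition above the mean inhibition across the screen plus 3 SD, cut at about 25% in these data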;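 further: inhibitors block binding of the rhodamine activity-based probe so polarization drops; 0% = enzyme with DMSO and 100% = wells lacking pPAFAH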
PME-1 inh – PME-1 (human) inhibition; AID 2130; 0.53% of 320,000 active; recombinant PME-1, FP-Rh probe fluorescence polarization; inhibition, % at 5.9 µM;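 active means inhibition above the campaign mean of all compounds plus 3 SD, cut at about 26% in these data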;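 further: competitive labeling of PME-1 active site by serine hydrolase directed probe; 0% = PME-1 with DMSO and 100% = wells lacking PME-1 enzyme; inhibitors block probe labeling so polarization falls and inhibition rises; many of its hits are not listed in these tables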
LYPLA1 counter – blocks human lysophospholipase 1, a PME1 counter-screen. inhibition, % at 5.9 µM. 0.16% of 320,000 active. AID 2174. O75608. recombinant LYPLA1, FP-Rh probe fluorescence polarization;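 active means inhibition above the mean of all tested compounds plus 3 SD, set per campaign, cut at about 14% in these data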;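 further: inhibitors block serine hydrolase probe labeling of LYPLA1 so polarization falls; 0% = enzyme with DMSO and 100% = wells lacking LYPLA1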
Target sequence (O75608 whole entry, looked up): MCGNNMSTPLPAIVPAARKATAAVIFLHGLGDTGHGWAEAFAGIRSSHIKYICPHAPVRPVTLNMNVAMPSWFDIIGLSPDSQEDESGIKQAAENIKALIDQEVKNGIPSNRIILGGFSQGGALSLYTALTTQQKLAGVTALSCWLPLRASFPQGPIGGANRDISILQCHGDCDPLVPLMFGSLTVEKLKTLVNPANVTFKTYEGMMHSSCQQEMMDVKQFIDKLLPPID
PAFAH1B2 FP inh – inhibitors of human PAFAH1B2; P68402; recombinant PAFAH1B2, FP-rhodamine activity probe, fluorescence polarization; inhibition, % at 3.39 µM; 1.2% of 340,000 active;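 active means inhibition above the mean of all tested compounds plus 3 SD, cut at about 24% in these data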;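 further: 0% = enzyme with DMSO and 100% = wells lacking PAFAH1B2; many of its hits are not listed in these tables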
GSTO1 counter – counter-screen for RBBP9 inhibitors: inhibitors of human GSTO1. inhibition, % at 5.96 µM. 1.1% of 300,000 active. AID 1974. recombinant GSTO1, activity-based probe fluorescence polarization;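 active means inhibition above the campaign mean inhibition plus 3 SD, cut at about 35% in these data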;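 further: 0% = GSTO1-1 with DMSO and 100% = wells lacking GSTO1-1 enzyme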
LYPLA2 counter – LYPLA2 (human) inhibition in PME1 counter-screen; O95372; recombinant LYPLA2, FP-Rh probe fluorescence polarization; inhibition, % at 5.9 µM; 0.38% of 320,000 active; AID 2177;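 active means inhibition above the screen-wide mean plus 3 SD, limit set per campaign, cut at about 26% in these data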;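 further: 0% = LYPLA2 with DMSO and 100% = wells lacking LYPLA2 enzyme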
PREPL inhibitor – inhibits the human prolyl oligopeptidase-like enzyme; Q4J6C6; recombinant PREPL, fluorescence polarization activity-based probe; inhibition, % at 5.96 µM; 0.68% of 320,000 active; in the data active means inhibition above about 43%;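 further: 0% = enzyme with DMSO and 100% = wells lacking enzyme; many of its hits are not listed in these tables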
Target sequence (Q4J6C6 whole entry, looked up): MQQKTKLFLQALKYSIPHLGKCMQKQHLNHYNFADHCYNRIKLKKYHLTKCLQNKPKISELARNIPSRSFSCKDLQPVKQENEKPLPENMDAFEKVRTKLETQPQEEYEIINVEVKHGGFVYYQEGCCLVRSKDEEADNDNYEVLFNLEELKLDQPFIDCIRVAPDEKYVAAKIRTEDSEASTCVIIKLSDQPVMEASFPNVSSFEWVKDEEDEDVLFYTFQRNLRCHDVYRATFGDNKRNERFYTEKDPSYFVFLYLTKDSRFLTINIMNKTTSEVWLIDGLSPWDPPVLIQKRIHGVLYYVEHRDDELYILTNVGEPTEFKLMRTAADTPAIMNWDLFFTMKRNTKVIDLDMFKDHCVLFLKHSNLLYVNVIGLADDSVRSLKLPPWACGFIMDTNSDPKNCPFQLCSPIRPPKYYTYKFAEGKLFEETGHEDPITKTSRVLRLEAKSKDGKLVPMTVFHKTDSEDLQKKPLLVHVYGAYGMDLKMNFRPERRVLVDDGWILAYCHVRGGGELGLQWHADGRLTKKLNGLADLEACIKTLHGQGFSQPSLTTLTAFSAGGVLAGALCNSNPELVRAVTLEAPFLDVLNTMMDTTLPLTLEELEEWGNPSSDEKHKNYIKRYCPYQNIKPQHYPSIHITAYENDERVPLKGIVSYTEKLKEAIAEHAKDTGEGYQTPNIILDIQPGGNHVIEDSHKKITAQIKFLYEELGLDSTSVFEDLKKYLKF
* marks the source's active call; other numbers are inactive results; x = no result given; & = joins results of further samples. Only part of the results is shown; rates above refer to the full screens.

Screens in order – PAFAH1B3 FP inh | PAD4 inh | pPAFAH inh | PME-1 inh | LYPLA1 counter | PAFAH1B2 FP inh | GSTO1 counter | LYPLA2 counter | PREPL inhibitor
1. O=C(NCCO)C(O)C(O)C(=O)NCCO (configuration not stated)
  10 | -5 | 2 | 0 | -2 | 1 | 1 | -2 | -1
2. COc1ccc(Cn2nnnc2C(c2ccccc2Cl)N2CCC(C(N)=O)CC2)cc1 (configuration not stated)
  8 | -7 | 1 | 1 | -2 | -4 | 6 | 1 | 5
3. COc1ccc(OC)c(NC=C2C(=O)OC3(CCCCC3)OC2=O)c1
  0 | 3 | 2 | 1 | -2 | 3 | -11 | 2 | 3
4. O=C(Nc1nccs1)c1nc[nH]c1C(=O)NCc1ccccc1
  4 | -4 | 4 | -8 | 0 | 2 | x | 0 | -4
5. CC1(C)CC(=O)C(C=NCC2CCNCC2)=C(O)C1
  5 | 2 | 1 | -3 | 1 | 2 | 11 | 2 | 1
6. O=[N+]([O-])c1ccc(COc2cccnc2)cc1
  4 | 0 | 4 | 5 | 6 | 1 | 7 | 12 | -12
7. COC(=O)CSc1nc(-c2ccccc2)c2c(c1C#N)CCCC2
  -3 | 7 | 14 | 2 | 1 | 4 | -4 | 5 | 0
8. COc1cc(CN2CCNC(=O)C2CC(=O)N(Cc2nccn2C)C(C)C)cc(OC)c1 (configuration not stated)
  7 | 3 | 5 | -2 | -1 | 5 | 7 | 2 | 2
9. O=c1nc(NC2CCCC2)ccn1Cc1cccc(Br)c1
  1 | -1 | -1 | -4 | 0 | 3 | 4 | 1 | 12
10. CCCCn1c(SCC(=O)Nc2cc(C)on2)nc2cc(S(N)(=O)=O)ccc21
  4 | -3 | -1 | 7 | 4 | 1 | x | 7 | 12
11. Nc1ncnc2c1ncn2[C@@H]1O[C@H](CNCC#Cc2ccccc2)[C@@H](O)[C@H]1O
  8 | 1 | 4 | x | x | 3 | x | x | 19
12. CC(C)(C)NC(=O)c1cnn(-c2ccccc2)c1NC(=O)c1ccccc1
  7 | -3 | -5 | 0 | 1 | 3 | 3 | 1 | 14
13. C/[N+]([O-])=C\C1C(=O)CC(C)(C)CC1=O
  2 | -9 | 3 | -3 | -3 | 2 | -5 | 3 | -1
14. O=C(OCc1nnc(-c2ccccc2)o1)C1CC(=O)N(Cc2ccco2)C1 (configuration not stated)
  -2 | -1 | -2 | 3 | 2 | 7 | 0 | -2 | 9
15. Cn1cc(C(=O)N/N=C/c2cc(Br)cs2)c2ccccc21
  x | 1 | 2 | -4 | -2 | x | -7 | 6 | 14
16. Cc1nc(SCC(=O)Nc2c(C)n(C)n(-c3ccccc3)c2=O)[nH]c(=O)c1C
  6 | 3 | 5 | 0 | 0 | 0 | 5 | 8 | 6
17. O=C(O)c1ccc(-n2nc(C(F)(F)F)c3c2CCCC3)cc1
  7&-10 | -4&-1 | 0&1 | 1&-6 | -1&-1 | 16&4 | -7&0 | 5&2 | 15&2
18. Cn1cccc1C(=O)OCC(=O)NCc1ccc2c(c1)OCO2
  5 | 4 | 14 | 4 | -2 | -1 | x | 2 | 3
19. O=C(Nc1ccc2[nH]ccc2c1)c1ccc(F)cc1
  5 | 2 | 5 | -4 | -1 | 4 | 4 | -3 | 4
20. Cc1ccc(SCCC(=O)N2CCC(C(N)=O)CC2)cc1
  -1 | -5 | 5 | -1 | -2 | 15 | -5 | 5 | 4

Additional entries:
Screens in order – PAFAH1B3 FP inh | PAD4 inh | pPAFAH inh | PME-1 inh | LYPLA1 counter | PAFAH1B2 FP inh | GSTO1 counter | LYPLA2 counter | PREPL inhibitor
21. COc1cccc(NC(=O)COC(=O)/C=C/c2ccc(Cl)cc2Cl)c1
  1 | -2 | 14 | 1 | 0 | 0 | -2 | 2 | 8
22. CCOc1ccc2nc(NCCNC(=O)C(C)(C)C)c(C)cc2c1
  4 | -5 | 7 | -2 | 5 | 3 | 6 | 3 | 17
23. C=C1C(C(=O)N2CCOCC2)C1C(=O)N1CCOCC1 (configuration not stated)
  2 | -3 | 3 | 1 | -1 | -1 | 3 | 2 | 3
24. COC(=O)c1cc(COc2ccc3c4c(c(=O)oc3c2)CCC4)c(C)o1
  x | 7 | 5 | -9 | -1 | x | 0 | 1 | -8
25. CC(C)C(=O)Nc1ccc(NC(=O)c2cccnc2)cn1
  13 | 4 | 2 | -1 | -1 | 2 | -1 | 18 | 3
26. NC(=O)[C@H](Cc1cc2ccccc2s1)NC(=O)[C@@H]1CC2(CC(c3cccc(NC(=O)[C@@H]4CCC(=O)N4)c3)=NO2)CN1C(=O)/C=C/Sc1ccccc1 (some centres not stated)
  -36 | -5 | -2 | -70 | -31 | -9 | -23 | -65 | -5
27. Cc1ccc(C)c(C(=O)COC(=O)Cn2c(C)csc2=O)c1
  8 | -2 | -1 | 5 | -2 | -3 | -3 | 3 | 0
28. CCOc1ccccc1C1C(C#N)=C(N)Oc2cc(C)n(C)c(=O)c21 (configuration not stated)
  3 | -6 | 2 | 5 | 2 | 1 | -2 | 6 | 5
29. COc1cccc(COC(=O)c2sc3nc4n(c(=O)c3c2C)CCC4)c1OC
  5 | 2 | 2 | -11 | -3 | -1 | -3 | 5 | 6
30. Cc1ccccc1CS(=O)(=O)Cc1ccc(C(=O)NCCCN2CCOCC2)o1
  9 | 0 | 10 | 5 | -4 | 1 | 3 | 2 | 9
31. CCOc1ccc(C(=O)Nc2ccc3c(c2)OCCO3)cc1OC
  3 | -3 | -10 | -14 | -1 | -2 | -2 | -2 | 12
32. CCOc1ccc2nc(NCCNC(=O)C3CC3)c(C)cc2c1
  6 | -1 | 5 | 1 | -3 | -4 | -5 | 3 | 10
33. CCN(CC)c1ccc(/C=N\N2CCN(Cc3ccc(C)cc3)CC2)cc1
  -1 | -1 | 2 | -2 | 2 | 8 | 3 | 0 | 10
34. COc1ccccc1C(=O)Nc1ccccn1
  14 | 2 | -1 | 0 | 0 | -1 | -4 | 0 | 10
35. O=C(Nc1cc2c(oc1=O)CCCC2=O)c1ccccc1
  2 | 2 | 2 | -3 | 1 | 0 | 3 | 2 | 11
36. NCCCSC1=NCCCN1
  5 | 3 | 5 | -3 | -2 | 6 | 5 | -4 | -11
37. CN(C)C(=O)CSc1nnc(-c2cnccn2)n1C
  8 | 4 | 4 | -8 | 4 | 1 | -3 | 9 | 5
38. Cc1ccc(-n2c(SCC(=O)NC3CCCCC3)nc3c(c2=O)SCC3)cc1
  7 | 2 | 2 | 3 | 0 | 1 | 2 | -2 | 15
39. CC(Oc1ccc2oc3ccccc3c2c1)C(=O)NC12CC3CC(CC(C3)C1)C2 (configuration not stated)
  -6 | -3 | -3 | 3 | -5 | -3 | 1 | 5 | 17
40. CS(=O)(=O)N1CCC(C(=O)Nc2ccc(F)cc2)CC1
  1 | 1 | 8 | 0 | 1 | 2 | 2 | -3 | -5

Going on with the list.
Screens in order – PAFAH1B3 FP inh | PAD4 inh | pPAFAH inh | PME-1 inh | LYPLA1 counter | PAFAH1B2 FP inh | GSTO1 counter | LYPLA2 counter | PREPL inhibitor
41. CCCCc1ccc(NC(=S)NN2CCOCC2)cc1
  6 | 0 | -9 | 3 | 0 | -5 | 2 | 3 | 12
42. CC1CCCN(c2ccc(C(=O)NCC3CCCO3)cn2)C1 (configuration not stated)
  5 | 1 | 4 | 5 | -2 | 0 | 4 | 5 | 3
43. CCN1CCN(C(=O)Cn2nc(C)n3c(cc4c(OC)cccc43)c2=O)CC1
  7 | -5 | 2 | -5 | 0 | 4 | 3 | 1 | 0
44. Cc1c(C#N)c(N)nc2c3c(sc12)NC(=O)CC3c1ccccc1 (configuration not stated)
  5 | -4 | 5 | 2 | -1 | 0 | 1 | -3 | 2
45. CCOc1ccccc1C(=O)NCC(=O)N1CCN(Cc2ccc3c(c2)OCO3)CC1
  2 | 4 | 2 | -1 | 7 | -2 | x | 62* | 5
46. CCOC(=O)c1c[nH]c2c(C)ccc(Cl)c2c1=O
  3 | 1 | -7 | 2 | 2 | 11 | -2 | 0 | 2
47. O=S(=O)(Nc1c(F)cccc1F)c1ccc(Cl)nc1
  7 | 3 | 6 | -3 | 2 | -1 | 8 | 0 | 21
48. CCc1c(C(=O)NNC(=S)NCCc2ccccc2)csc1C
  11 | -2 | 2 | 5 | 3 | 4 | -2 | 0 | -11
49. CCOC(=O)c1c(C)[nH]c(C(=O)COC(=O)C2=NNC(=O)CC2)c1C
  7 | 0 | 6 | 4 | 2 | -2 | -8 | 1 | 1
50. Cc1ccc(NC(=O)Nc2ccon2)cc1Cl
  -5 | -3 | -2 | 7 | -8 | 4 | -3 | -7 | -3
51. CCN1CCN(S(=O)(=O)c2ccc(S(=O)(=O)NC3CC3)cc2)CC1
  1 | 2 | -4 | 5 | 2 | 1 | 17 | 13 | 15
52. COc1ccc(N2CCN(C(=O)c3cc4c(s3)-c3ccccc3OC4)CC2)cc1
  -6 | 1 | 5 | -5 | -3 | -3 | 4 | 14 | 22
53. O=C(c1cccc(S(=O)(=O)Nc2ccccc2F)c1)N1CCN(c2ccccc2F)CC1
  8 | 1 | 15 | -4 | 2 | 5 | 14 | 5 | -1
54. Cc1noc(/C=C/N(C)C)c1S(=O)(=O)N1CCN(c2ccccc2)CC1
  -6 | 6 | 6 | 12 | -3 | 2 | -3 | 0 | 6
55. Cn1c(-c2cnn(-c3ccccc3)c2N)n[nH]c1=S
  2 | -4 | 24 | 2 | -1 | -2 | 2 | 4 | 4
56. O=C(CCc1nc(-c2ccccc2F)no1)NC1CCN(Cc2ccccc2)CC1
  3 | -2 | 7 | 0 | -3 | 5 | 7 | -1 | 13
57. Cc1ccc(SCC(=O)NC(=O)c2ccc(S(=O)(=O)N(C)C)cc2)cc1C
  5 | 0 | 1 | 3 | -1 | 7 | 1 | -1 | 2
58. O=c1c2ccccc2nnn1CSc1nnc(-c2cccc(S(=O)(=O)N3CCCCC3)c2)o1
  5 | 0 | -3 | 18 | -3 | 8 | 0 | -1 | 2
59. Cc1ccccc1C(=O)N/N=C1\SCC(=O)N1Cc1ccco1
  -2 | 4 | 1 | 0 | 2 | 0 | -1 | 8 | 13
60. Cc1ccc(S(=O)(=O)N2CCN(C(=O)CCN3C(=O)c4ccccc4C3=O)CC2)cc1C
  3 | -5 | 0 | 1 | 3 | 3 | -8 | -4 | 19

Additional entries.
Screens in order – PAFAH1B3 FP inh | PAD4 inh | pPAFAH inh | PME-1 inh | LYPLA1 counter | PAFAH1B2 FP inh | GSTO1 counter | LYPLA2 counter | PREPL inhibitor
61. Cc1cc(C=C2C(=O)c3ccccc3C2=O)c(C)n1C
  -3 | -1 | 6 | 4 | 0 | 2 | 5 | -2 | 5
62. COc1ccc(NC2CC(=O)N(c3cccc(C)c3)C2=O)cc1 (configuration not stated)
  5 | -1 | 4 | -5 | 1 | 1 | -2 | -1 | 4
63. Cc1cc(C)c(C)c(OC(=O)c2sc(Cl)nc2C)c1
  1 | 0 | -2 | -5 | 6 | 3 | 36* | 5 | 7
64. COc1ccc(OC)c(NC(=O)COC(=O)CCC2CCCC2)c1
  5 | -5 | 33* | 5 | 2 | 8 | x | 5 | 12
65. O=C1C=C(c2ccc(Oc3ccccc3)cc2)C[C@@H](c2ccc(F)cc2)C1
  -5 | 0 | 5 | -2 | -2 | 3 | x | 6 | -5
66. COCCCN(C(=O)CC1OC(=O)c2ccccc21)c1c(N)n(Cc2ccccc2)c(=O)[nH]c1=O (configuration not stated)
  8 | -2 | 0 | -1 | -3 | 7 | -2 | -4 | 0
67. COc1ccc(/C=C(/NC(=O)c2ccccc2)C(=O)NCC2CCCO2)cc1 (configuration not stated)
  4 | -4 | -3 | 1 | 2 | 6 | -5 | 2 | 15
68. CCOc1ccc(/C=N/n2c(SC)nnc2-c2ccccc2)cc1OCC
  4 | -3 | 2 | -3 | 0 | 2 | 5 | -2 | -6
